High-throughput results as filed in PubChem BioAssay.
USP2a inhib: blocks human ubiquitin-specific protease USP2a; USP2a enzymatic assay, qHTS inhibition; O75604; Potency, µM (highest dose often 38.3 µM), for the others: at the highest dose activity change, negative = inhibition, most hits filed as inhibitors; AID 927; 60,000 compounds, 0.1% hits;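 also: potency is read from the fitted curve at half-maximal effect; nearly all actives have a fitted effect of over 60% in size; plate controls were DMSO for no effect and NEM full inhibition control for full effect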
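USP2 core (20 nM final) was preincubated with compound for 30 min at RT in 20 mM Tris-HCl pH 8.0, 2 mM CaCl2, 2 mM beta-mercaptoethanol; Ub-PLA2 (20 nM) plus NBD C6-HPC (20 uM) then added, fluorescence read after 2.5 h.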
BRCT PPI green: blocks human BRCA1 BRCT binding to phosphopeptide, green readout. P38398. BRCA1 BRCT-phosphopeptide binding, green fluorescence polarization. Potency, µM (titrated, usually from 76.9 µM), for inactives: top-dose activity change, negative = inhibition, actives largely listed as inhibitors. 75,000 compounds, 0.05% hits. AID 875;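 also: potency is read from the fitted curve at half-maximal effect; plate controls were peptide without protein for full effect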
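Fluorescence polarization: His-tagged BRCT (~35 kDa BRCA1 C-terminus, 250 nM) bound to 100 nM fluorescein-labeled phosphorylated 10-aa BACH1 peptide, pH 7.3 phosphate buffer with DTT and Tween 20. Compounds incubated 12 min at room temperature; inhibition read as lowered polarization.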
Rhodamine autofl: rhodamine region autofluorescence; 59,000 compounds, 0.05% hits; max dye-equivalent concentration, M; Rhodamine-region fluorescence, 547/598 nm, Tris buffer; hits give high values; in the data active = max dye-equivalent concentration above about 11 nM; inconclusive = between about 1.1 nM and that limit
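Compound fluorescence in 100 mM Tris, pH 8.0, read after 15 min at room temperature with 547 nm excitation and 598 nm emission. Output is dye-equivalent concentration from an on-plate rhodamine standard series.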
A350 autofl: compound fluoresces in the Alexa 350 spectral region; 59,000 compounds, 11% hits; max dye-equivalent concentration, M; Compound autofluorescence, 340/450 nm, Alexa 350 dye-equivalents; hits give high values; in the data active = max dye-equivalent concentration above about 10 nM; inconclusive = mostly about 1.1 nM to 9.6 nM
4MU fluor: 4-MU region autofluorescence; compound autofluorescence, 340/450 nm, 4-MU equivalents; hits give high values; max dye-equivalent concentration, M; 59,000 compounds, 11% hits; AID 589; in the data active = max dye-equivalent concentration above about 10 nM; inconclusive = mostly about 1.1 nM to 9.6 nM
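Intrinsic fluorescence at 340/450 nm (ex/em) was read after 15 min at room temperature in pH 8.0, 100 mM Tris. Each compound concentration expressed as 4-MU-equivalent concentration from a six-point 4-MU standard series on each plate.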
HEK293 cAMP ctrl: counter-screen for TSHR agonists: cAMP increase in parental HEK293 | Potency, µM (top dose mostly 57.1 µM), without a hit: at the top dose activation, actives largely listed as activators | 73,000 compounds, 2.5% hits | parental HEK293 CNG cAMP sensor, membrane potential fluorescence; also: potency is read from the fitted curve at half-maximal effect; % of control where 0% means no effect; nearly all actives have a fitted effect of over 55% in size
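Parental HEK 293 cells stably expressing a cAMP-gated CNG channel were loaded with membrane potential dye containing 100 uM RO 20-1724 for 60 min. Compound added for 30 min; depolarization read as fluorescence intensity at 590 nm.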
Casp1 inh: caspase-1 (human) inhibition, allosteric or competitive. AID 900. 75,000 compounds, 0.03% hits. Caspase-1 enzyme, Ac-WEHD-AFC fluorogenic rate. Potency, µM (series often up to 57.5 µM), for inactives: at the top dose activity change, negative = inhibition, usual class: inhibitors;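 also: potency is read from the fitted curve at half-maximal effect; plate controls were vehicle for no effect and no substrate for full effect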
Target sequence (P29466 120-297 limits assumed): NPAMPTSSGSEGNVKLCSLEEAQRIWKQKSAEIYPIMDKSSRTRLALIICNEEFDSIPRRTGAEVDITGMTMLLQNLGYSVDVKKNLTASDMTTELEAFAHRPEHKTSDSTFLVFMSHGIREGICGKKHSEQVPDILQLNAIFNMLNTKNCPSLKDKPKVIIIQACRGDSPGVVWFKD
Target sequence (P29466 317-404 limits assumed): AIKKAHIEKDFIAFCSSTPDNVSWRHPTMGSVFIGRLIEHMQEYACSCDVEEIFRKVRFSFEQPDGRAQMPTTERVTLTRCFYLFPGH
Casp7 inh: allosteric or competitive inhibitors of human caspase-7. P55210. recombinant caspase-7, Ac-DEVD-AFC fluorescence rate. Potency, µM (doses to about 57.5 µM), inactives show at the top dose activity change, negative = inhibition, usual class: inhibitors. 75,000 compounds, 0.02% hits. AID 889; active = well fitted inhibition curve with a large enough effect in the main read-out, with a control signal flat, not every such curve was filed as active; inconclusive = small, poorly fitted or top-dose-only effect, or a change in a side signal; also: potency is read from the fitted curve at half-maximal effect; % of control where 0% means no effect
Target sequence (P55210 24-198 limits assumed): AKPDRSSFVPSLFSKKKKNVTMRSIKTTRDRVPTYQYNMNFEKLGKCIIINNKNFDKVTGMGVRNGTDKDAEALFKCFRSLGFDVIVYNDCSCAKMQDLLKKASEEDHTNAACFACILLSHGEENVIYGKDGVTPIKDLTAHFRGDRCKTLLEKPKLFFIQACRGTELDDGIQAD
Target sequence (P55210 207-303 limits assumed): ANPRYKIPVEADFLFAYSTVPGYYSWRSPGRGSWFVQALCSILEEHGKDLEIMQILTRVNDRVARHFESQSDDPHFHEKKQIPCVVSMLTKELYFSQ
BRCT PPI red: disrupts BRCA1 BRCT binding to phosphoprotein, red fluorophore readout. BRCT-phosphopeptide binding, red fluorescence polarization. Potency, µM (highest dose often 76.9 µM), for inactives: at the highest dose activity change, negative = inhibition, actives largely listed as inhibitors. 75,000 compounds, 0.03% hits; also: % is scaled to controls: 0 for no effect and ±100 for the full control effect
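Rhodamine-labelled pBACH1 10-mer (100 nM) bound to BRCT domain (100 nM) at pH 7.3; compounds incubated 12 min room temperature, polarization read. Free peptide defines full inhibition; unlabelled decapeptide titrated as control.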
TexasRed autofl: compound fluoresces in the Texas Red spectral region; Compound fluorescence, Texas Red channel, 547/618 nm; hits give high values; max dye-equivalent concentration, M; 59,000 compounds, 0.06% hits; in the data active = max dye-equivalent concentration above about 10 nM; inconclusive = between about 1.1 nM and that limit
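Compound fluorescence was read after 15 min at room temperature in 100 mM Tris, pH 8.0, using 547 nm excitation and 618 nm emission across a concentration series. It was expressed as Texas Red dye-equivalent concentration from an on-plate standard curve.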
Fluorescein fluor: compound autofluorescence in fluorescein spectral region | Compound autofluorescence, 480/540 nm, fluorescein-equivalent; hits give high values | 59,000 compounds, 0.91% hits | max fluorescein-equivalent concentration, M | AID 593; in the data active = max fluorescein-equivalent concentration above about 10 nM; inconclusive = between about 1.1 nM and that limit
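Library compounds, added at multiple concentrations to pH 8.0 Tris buffer (100 mM), incubate 15 min at room temperature before CCD imaging at 480 nm excitation and 540 nm emission.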
An asterisk follows results filed as active; i = inactive; ? = inconclusive; nt = no result given; [ ] = dose if it differs, or a comment. Unless noted, calls follow the shape of the dose curve; as a rule, active = well fitted curve in the direction sought with a large enough effect; inconclusive = small, poorly fitted or top-dose-only effect, or another doubt; inactive = no such curve, though single readings can be large; an effect the other way counts as inactive or inconclusive. Some of the compounds tested; rates above refer to the full screens.

Compound	USP2a inhib	BRCT PPI green	Rhodamine autofl	A350 autofl	4MU fluor	HEK293 cAMP ctrl	Casp1 inh	Casp7 inh	BRCT PPI red	TexasRed autofl	Fluorescein fluor
CC(C)CN(CC(C)C)C(=O)C12CCC(C)(C(=O)C1)C2(C)C (stereo unspecified)	-1%	-3.4%	i	?	i	11%	2%	0%	0.4%	i	i
COc1cc(C(=O)Nc2ccc3c(c2)OCCO3)ccc1OC(F)F	3%	-1.4%	i	i	i	?	0%	0%	0.3%	i	i
CCOC(=O)[C@H](CCc1ccccc1)N[C@@H](C)C(=O)N1CCC[C@H]1C(=O)O	19%[17.1 µM]	-1.4%[34.4 µM]	i	i	i	-13%[25.6 µM]	-7%[25.7 µM]	1%[25.7 µM]	-0.8%[34.4 µM]	i	?
O=C(Nc1cccc(C(F)(F)F)c1)c1cccnc1	11%	0.0%	i	2.2e-08M*	2.2e-08M*	?	0%	1%	0.5%	i	i
COCCNC(=O)CSCc1nc(-c2ccc(SC)cc2)oc1C	7%	-1.3%	i	i	i	21%	0%	0%	-0.1%	i	i
O=C(Nc1ccon1)c1csc2ccccc12	-2%	0.7%	i	?	i	-6%	-4%	0%	-0.4%	?	i
COC(=O)CSc1nc2ccccc2o1	-2%	-0.8%	i	i	i	13%	2%	2%	0.1%	i	i
CC(C)Cc1cc(C(=O)N2CCN(c3ccc(F)cc3)CC2)no1	nt	-1.5%	nt	nt	nt	?	-1%	-4%	-0.6%	nt	nt
O=C(O)c1ccccc1NS(=O)(=O)c1cccc2ccccc12	nt	0.3%	nt	nt	nt	-8%	-3%	-11%	-0.9%	nt	nt
c1ccc2c[n+](CCCC[n+]3ccc4ccccc4c3)ccc2c1	nt	-1.8%[15.4 µM]	i	i	i	2%[11.4 µM]	-1%[11.5 µM]	-2%[11.5 µM]	-0.3%[15.4 µM]	i	?
Cn1cccc1Cc1nnc(SCC(=O)N2CCCC2)n1CCc1ccccc1	nt	-0.1%	nt	nt	nt	5%	1%	0%	2.1%	nt	nt
CC(C)CC(NC(N)=O)C(=O)OCC(=O)NC(=O)NC1CCCC1 (stereo unspecified)	-7%	3.2%	i	i	i	-2%	1%	0%	-0.4%	i	i
N#Cc1cnn(-c2ccccc2)c1N	-1%	-2.9%	i	i	i	13%	-9%	-11%	0.9%	?	i
CC(C)(C)NC(=O)CSc1nnc(-c2ccncc2)n1Cc1ccccc1	0%	-1.7%	i	i	i	7%	1%	-1%	-1.7%	i	i
CC(=O)NCCc1cc2ccc(C)cc2[nH]c1=O	8%	-0.9%	i	i	i	-4%	2%	0%	-1.6%	?	i
Cc1cc(Nc2ccc(C)c(F)c2)n2ncnc2n1	-1%	-1.7%	i	i	i	1%	-1%	1%	-2.1%	i	?

Some of these compounds in order of molecular weight, largest number first.
Compound	USP2a inhib	BRCT PPI green	Rhodamine autofl	A350 autofl	4MU fluor	HEK293 cAMP ctrl	Casp1 inh	Casp7 inh	BRCT PPI red	TexasRed autofl	Fluorescein fluor
O=C(O)c1ccccc1NS(=O)(=O)c1cccc2ccccc12	nt	0.3%	nt	nt	nt	-8%	-3%	-11%	-0.9%	nt	nt
c1ccc2c[n+](CCCC[n+]3ccc4ccccc4c3)ccc2c1	nt	-1.8%[15.4 µM]	i	i	i	2%[11.4 µM]	-1%[11.5 µM]	-2%[11.5 µM]	-0.3%[15.4 µM]	i	?
CC(=O)NCCc1cc2ccc(C)cc2[nH]c1=O	8%	-0.9%	i	i	i	-4%	2%	0%	-1.6%	?	i

Next part.
Compound	USP2a inhib	BRCT PPI green	Rhodamine autofl	A350 autofl	4MU fluor	HEK293 cAMP ctrl	Casp1 inh	Casp7 inh	BRCT PPI red	TexasRed autofl	Fluorescein fluor
COc1ccc(C2C(=O)N(C3CCCCCC3)CC(=O)N2Cc2ccccc2)cc1OC (stereo unspecified)	14%	-0.7%	i	?	i	10%	1%	-3%	-1.2%	i	i
CN(C)Cc1ccccc1-c1nc(N(C)C)c2ccccc2n1	9%	1.5%	i	i	i	10µM*	-3%	-1%	-0.1%	i	i
COc1ccc(S(=O)(=O)N2CCN(C(=O)CCC3CCCC3)CC2)cc1	12%	-4.8%	i	i	i	4%	0%	0%	0.6%	i	i
c1ccc(OCCCn2nnc(-c3ccncc3)n2)cc1	37%[activator]	3.0%	i	i	i	?	-3%	-2%	0.3%	i	i
Cn1c(=O)[nH]c(=O)c2c1nc(N1CCN(Cc3ccccc3)CC1)n2CCCc1ccccc1	17%	-0.7%	i	i	i	2%	3%	-1%	-0.4%	i	i
CCOc1cc2[nH]c(=O)n(CCCCC(=O)NC3CCCCC3)c(=O)c2cc1OCC	3%	-0.8%	i	i	i	?	-1%	-1%	-0.2%	i	i
CCOC(=O)c1cc(-c2cc3ccccc3o2)n[nH]1	17%	1.0%	i	i	i	3%	0%	-1%	0.3%	i	?
CCSC1(SCC)N=C(N)C2(C#N)C(c3ccccc3)NC3=C(CCC3)C12C#N (stereo unspecified)	2%	-2.0%	i	i	i	-11%	-2%	0%	0.0%	i	i
CCOc1cc(N2CCOCC2)c(OCC)cc1NC(=O)CSc1cccc[n+]1[O-]	-7%	-0.1%	i	i	i	1%	-1%	nt	-1.6%	i	?
N#CCC(=O)NCC1(c2ccccc2)CCCC1	-9%	-1.5%	i	i	i	8%	3%	-4%	-2.3%	i	?
O=C(Cn1c(NCCO)nc2ccccc21)c1ccccc1	nt	-1.9%	nt	nt	nt	-6%	-3%	-1%	0.5%	nt	nt
CC(=O)Nc1nc2c(c3c1c(=O)oc1ccccc13)CCCC2	-2%	0.3%	nt	nt	nt	6%	-5%	0%	1.0%	nt	nt
COc1ccc(N2CCN(S(=O)(=O)c3cccc(C(F)(F)F)c3)CC2)cc1	8%	1.5%	i	i	i	-7%	3%	-2%	1.2%	?	i
Cc1csc2nc(CNC(=O)C3CC=CCC3C(=O)O)cn12 (stereo unspecified)	nt	-0.7%	nt	nt	nt	6%	-4%	1%	0.4%	nt	nt
O=C(c1cccc(-c2nnc(-c3ccccc3)o2)c1)N1CCCCC1	11%	0.5%	i	i	i	23%	-6%	1%	0.0%	i	i
COC(=O)c1cc2c(=O)n3cccc(C)c3nc2n(Cc2cccnc2)c1=N	nt	nt	i	5.2e-07M*	4.6e-07M*	nt	nt	nt	nt	i	i
O=C(CC(C(=O)O)C1CCCO1)NCc1ccccc1 (stereo unspecified)	nt	-1.0%	nt	nt	nt	5%	2%	-4%	-0.6%	nt	nt
CCOC(=O)N1CCN(c2c(N3CCc4ccccc4C3)c(=O)c2=O)CC1	nt	-1.7%	nt	nt	nt	4%	-2%	0%	-1.0%	nt	nt
CCOC(=O)N1CCN(C(=O)c2ccc(S(=O)(=O)c3ccc(C)cc3)c(NC(C)=O)c2)CC1	10%	-0.3%	i	i	i	3%	0%	0%	0.8%	i	i
O=C(NCc1ccco1)c1ccc2c(c1)N(Cc1ccccc1)C(=O)CS2=O (stereo unspecified)	nt	-4.8%	nt	nt	nt	7%	0%	0%	-1.0%	nt	nt
O=C(c1cc(-c2ccncc2)nc2ccc(Cl)cc12)N1CCN(C(=O)C2CCCO2)CC1 (stereo unspecified)	13%	-2.8%	i	i	i	0%	-1%	0%	-1.6%	i	i
O=C(CN1CCOCC1)NC1C2CC3CC(C2)CC1C3 (stereo unspecified)	-1%	0.1%	i	i	i	3%	3%	0%	0.8%	?	i
COc1ccccc1NC(=O)N1CCN(c2ccc3nncn3n2)CC1	nt	-1.5%	nt	nt	nt	-3%	3%	0%	-0.5%	nt	nt
CCOc1ncccc1C(=O)OCC(=O)NCCc1ccc(OC)cc1	5%	-3.7%	i	?	i	13%	4%	0%	1.4%	i	?
CCN(CC)Cc1nc2c(c(=O)[nH]1)C1(CCCCC1)Cc1ccccc1-2	-12%	0.1%	i	i	i	6%	2%	0%	0.4%	i	i
CCn1nc(C(=O)OCC(=O)NCCN2C(=O)CSC2=O)c2ccccc2c1=O	0%	-2.0%	i	i	i	7%	1%	-2%	-0.5%	i	?
CN(C)CCNS(=O)(=O)c1ccc(Cl)cc1	-1%	-7.3%	i	i	i	?	2%	1%	-3.4%	i	i
COC(=O)c1ccc(C2C(C(=O)OCC(C)C)=C(C)N=C3SCCC(=O)N32)cc1 (stereo unspecified)	8%	-1.7%	i	i	i	?	0%	-4%	-0.1%	i	i
COC(=O)c1c(F)c(F)c(N2CCOCC2)c(F)c1F	1%	-1.1%	nt	nt	nt	5%	-4%	0%	0.8%	nt	nt
Cc1ccc(S(=O)(=O)NC(C(=O)OCC(=O)NC(=O)c2cccn2C)C(C)C)cc1 (stereo unspecified)	35%[activator]	-1.2%	i	i	i	10%	1%	-2%	-1.8%	i	?
CCOC(=O)N1CCC(NC(=O)C(C)n2c3ccccc3c3cnn(C)c(=O)c32)CC1 (stereo unspecified)	12%	-0.5%	i	i	i	11%	0%	-1%	-0.5%	i	?

Two of the compounds above, with values under each structure.
Results follow in this order: USP2a inhib	BRCT PPI green	Rhodamine autofl	A350 autofl	4MU fluor	HEK293 cAMP ctrl	Casp1 inh	Casp7 inh	BRCT PPI red	TexasRed autofl	Fluorescein fluor
COC(=O)c1ccc(C2C(C(=O)OCC(C)C)=C(C)N=C3SCCC(=O)N32)cc1 (stereo unspecified)
 : 8%	-1.7%	i	i	i	?	0%	-4%	-0.1%	i	i
COC(=O)c1c(F)c(F)c(N2CCOCC2)c(F)c1F
 : 1%	-1.1%	nt	nt	nt	5%	-4%	0%	0.8%	nt	nt
